Screens as filed in PubChem.
Apaf-1 inh = inhibitors of human Apaf-1 apoptosome; inhibition, % at 20 µM; O14727; reconstituted apoptosome caspase-3 activity, DEVD-Rh110 fluorescence; actives 0.71% (n = 330,000); AID 489030; active means inhibition of at least 40% at 20 µM;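 further: plate controls were DMSO wells for no effect and DEVD-CHO caspase inhibitor wells for full effect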
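detection = Rh110 fluorescence intensity | test system = biochemical Apaf-1 apoptosome reconstitution | also added = cytochrome c and DEVD-Rh110 substrate | schedule = 30 min plus 50 min, RT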
tim10-1 inh = tim10-1 yeast growth inhibition | S. cerevisiae tim10-1 ts strain growth, BacTiter-Glo, 24 h | inhibition, % at 20 µM | actives 2.2% (n = 330,000);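 active means inhibition of at least 40%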;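 further: mutant grown at 25 °C; 0% = DMSO wells with yeast and 100% = wells holding no yeast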
TIM10 inh = growth inhibitors of TIM10 yeast strain; S. cerevisiae TIM10 strain growth, BacTiter-Glo luminescence, 24 h; inhibition, % at 10 µM; actives 1.4% (n = 330,000);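 active means inhibition of 40% or more at the single tested concentration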;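 further: wild-type TIM10 isogenic control strain grown at permissive 25 °C; 0% = DMSO yeast wells and 100% = minimal medium wells without yeast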
hIAP activ = increases human intestinal alkaline phosphatase activity; P09923; AID 2524; actives 0.16% (n = 330,000); activation factor at 10 µM; purified human IAP, CDP-Star luminescence, 30 min; hits give high values; 1 = vehicle-only enzyme, 0 = enzyme-free background;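 active means activation factor of the enzyme at least 2-fold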; further: the source names both 10 and 20 µM as test concentration; values of inactives mirror those of a sister screen read the other way
Target sequence (P09923 whole entry, looked up): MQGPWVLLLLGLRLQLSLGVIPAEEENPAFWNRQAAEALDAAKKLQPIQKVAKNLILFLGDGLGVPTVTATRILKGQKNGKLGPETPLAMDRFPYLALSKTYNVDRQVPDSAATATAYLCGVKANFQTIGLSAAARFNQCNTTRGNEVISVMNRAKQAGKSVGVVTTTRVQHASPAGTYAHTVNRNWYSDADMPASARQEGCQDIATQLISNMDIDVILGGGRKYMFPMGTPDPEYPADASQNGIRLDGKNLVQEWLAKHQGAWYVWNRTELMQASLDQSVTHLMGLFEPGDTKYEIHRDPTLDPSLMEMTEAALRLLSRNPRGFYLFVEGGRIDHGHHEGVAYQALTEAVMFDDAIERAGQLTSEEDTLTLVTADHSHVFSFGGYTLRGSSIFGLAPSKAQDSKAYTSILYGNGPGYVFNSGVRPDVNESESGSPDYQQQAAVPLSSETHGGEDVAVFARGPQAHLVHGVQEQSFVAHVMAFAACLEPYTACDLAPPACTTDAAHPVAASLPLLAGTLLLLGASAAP
NALP3 yeast inh = inhibitors of NALP3 inflammasome in yeast; Yeast reconstituted NLRP3/ASC/caspase-1, beta-gal luminescence, 24 h; actives 0.39% (n = 330,000); inhibition, % at 10 µM; AID 2825;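 active means inhibition of 50% or more; inactive means inhibition below 50%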;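 further: plate controls were induced DMSO wells for no effect and uninduced yeast grown without galactose for full effect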
hIAP inh = blocks human intestinal alkaline phosphatase; inhibition, % at 10 µM; AID 2544; actives 0.12% (n = 330,000); purified IAP, CDP-Star luminescence, 30 min; P09923;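 active means inhibition reaching a set limit with compound at 10 µM in the primary screen, cut at about 35% in these data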;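 further: plate controls were DMSO wells with enzyme for no effect and no-enzyme buffer wells for full effect; values of inactives mirror those of a sister screen read the other way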
mIAP act = increases mouse intestinal alkaline phosphatase activity | actives 0.24% (n = 330,000) | AID 2805 | muIAP, CDP-Star luminescence, 30 min; hits give high values; 1 = vehicle-only enzyme signal, 0 = enzyme-free wells | activation factor at 10 µM;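 active means activation factor of at least 2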; further: the source names both 10 and 20 µM as test concentration; values of inactives mirror those of a sister screen read the other way
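System: mouse IAP enzyme. Reagent: CDP-Star chemiluminescent phosphatase substrate. Benchmarks: DMSO wells, no-enzyme wells. Times: 30 min enzyme-substrate-compound incubation at room temperature. Detection: luminescence from enzymatic CDP-Star hydrolysis. Doses: test compounds delivered from DMSO solution.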
mIAP inh = mouse IAP inhibition; actives 0.2% (n = 330,000); inhibition, % at 10 µM; AID 2806; purified mouse IAP, CDP-Star luminescence, 30 min;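 active means inhibition of at least 40% at 10 µM in the primary screen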;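 further: plate controls were DMSO with enzyme for no effect and no enzyme wells for full effect; values of inactives mirror those of a sister screen read the other way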
ATG4B inh = ATG4B (human) cysteine protease inhibition | Q9Y4P1 | ATG4B cleavage of LC3-PLA2, NBD-HPC fluorescence, 1 h | inhibition, % at 8.33 µM | actives 0.51% (n = 340,000); in the data active means inhibition above about 40%
Target sequence (Q9Y4P1 whole entry, looked up): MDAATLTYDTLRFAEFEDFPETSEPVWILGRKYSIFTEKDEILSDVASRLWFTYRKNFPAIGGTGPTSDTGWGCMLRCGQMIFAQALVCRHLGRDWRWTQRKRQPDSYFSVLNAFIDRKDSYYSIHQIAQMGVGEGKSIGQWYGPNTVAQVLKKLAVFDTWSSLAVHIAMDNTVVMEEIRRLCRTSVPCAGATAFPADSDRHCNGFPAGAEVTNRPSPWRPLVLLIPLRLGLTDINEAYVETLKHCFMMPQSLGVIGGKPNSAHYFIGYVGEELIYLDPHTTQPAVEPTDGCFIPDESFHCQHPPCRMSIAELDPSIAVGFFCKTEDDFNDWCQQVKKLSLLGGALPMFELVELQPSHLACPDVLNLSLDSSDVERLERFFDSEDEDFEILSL
Active calls of the source: *. Hits appear at their usual frequency. About 4.5% of those tested had a hit in this group.

Compound	Apaf-1 inh	tim10-1 inh	TIM10 inh	hIAP activ	NALP3 yeast inh	hIAP inh	mIAP act	mIAP inh	ATG4B inh
CCn1c(SCC(=O)Nc2ccc(N3CCOCC3)c(Cl)c2)nnc1-c1ccc(N)cc1	5	7	4	0.99	3	1	0.9	10	15
CC(=O)c1cccc(N2C(=NC(=O)C(C)C)SC3CS(=O)(=O)CC32)c1 (centres undefined)	8	0	-2	1.2	6	-16	1.2	-22	-2
CSC1=NCCN1C(=O)c1ccc(C)cc1	0	-1	-13	0.91	3	9	0.93	7	2
COC(=O)c1ccc(C2/C(=C(\O)c3ccc4c(c3)OCCO4)C(=O)C(=O)N2CCCN(C)C)cc1 (centres undefined)	-5	11	8	0.86	-4	14	1.1	-6	-4
CC(OC(=O)c1cccc(-n2cnnn2)c1)C(=O)Nc1ccc(F)cc1Cl (centres undefined)	-7	11	0	0.99	23	1	0.98	2	-3
CC(C(=O)OCC(=O)N1CCCCC1)N1C(=O)c2ccccc2C1=O (centres undefined)	-7	1	0	0.91	11	9	1.1	-11	1
COC(=O)COc1ccc(S(=O)(=O)Nc2ccc(C(N)=O)cc2)cc1Cl	-2	13	-1	1.2	-4	-18	1	-4	3
CCc1cccc(CC)c1NC(=O)CO/N=C(\C)c1cccs1	-5	27	17	1.1	28	-7	1.1	-7	-6
Cc1nnc(SCC(=O)NC2CC2)n1CC1CCCO1 (centres undefined)	5	0	-14	0.87	13	13	1.1	-6	-4
Cc1ccc(C)c(OCC(=O)Nc2cc(C(=O)O)cc(C(=O)O)c2)c1	-1	-4	17	1.1	17	-5	0.88	12	1
CC(=O)Nc1ccc2nc(NC(=O)C(Cl)(Cl)Cl)sc2c1	-10	-4	-5	0.84	17	16	0.92	8	8
CS(=O)(=O)c1ccc2nc(NC(=O)c3cccc(Cl)c3)sc2c1	-4	-6	19	1	23	-4	1	-1	2
CCCn1c(/C=C/c2ccccc2)nc2ccccc21	1	42*	42*	3.1*	44	-214	0.96	4	17
CCOC(=O)COc1ccc(S(=O)(=O)N2CCN(c3ccccc3F)CC2)cc1	3	32	35	0.91	10	9	1	-4	2
COc1ccccc1-n1c(C)c2c(OC)cccc(=O)c2c1C	26	9	8	0.86	-4	14	0.96	4	-3
N/C(=N\OC(=O)CSc1ccccc1)c1cccc([N+](=O)[O-])c1	14	42*	24	0.99	5	1	0.95	5	-17
NC(=O)N/N=C\c1cccs1	-15	-3	-17	1	-11	-4	1	-5	0
O=C(Nc1ccccc1)NC1(C(=O)NCCCN2CCOCC2)CCCCC1	-9	1	3	0.99	-1	0	1.1	-6	3
COc1ccccc1C(=O)Nc1nc2cc3c(cc2s1)OCO3	3	28	7	1	5	-2	1	-4	7
CCn1c(SCc2ccc([N+](=O)[O-])cc2)nnc1C(C)NC(=O)c1ccccc1Br (centres undefined)	1	5	8	0.88	7	12	1	-5	8
COc1ccc(NC(=O)COc2ccc(C)nc2[N+](=O)[O-])cc1S(N)(=O)=O	-2	-7	-2	1	9	-3	1.1	-6	-5
Cc1ccc2cc(CN(CC3CCCO3)S(=O)(=O)c3ccc4c(c3)OCCO4)c(=O)[nH]c2c1C (centres undefined)	14	-15	5	1.3	20	-34	1.1	-9	-9
COc1ccc([C@H]2CC(=O)C=C(c3ccc(OC)c(OC)c3)C2)cc1	12	-3	6	0.87	20	13	0.92	8	-3
COc1cc(C)nc(N2CCC(C(N)=O)CC2)n1	-5	18	-12	1.1	6	-8	0.99	1	-3
CN1CCN(C(=O)c2ccccc2NC(=O)c2sc3ccccc3c2Cl)CC1	-9	18	8	0.83	-2	17	0.92	8	-3
CCCn1c(O)c(N=NC(=O)CNC(=O)Cc2ccc(OC)cc2)c2ccccc21	11	3	-5	1	0	-2	1.1	-9	5
Cc1cccc(-c2nc3c(s2)CCc2onc(-c4ccc(Br)cc4)c2-3)c1	0	-11	-3	0.99	4	0	1.1	-7	-2
CC(C)(C)c1ccc(OCc2ccc(C(=O)N/N=C/c3ccc(O)c(O)c3)cc2)cc1	16	11	-3	1.3	27	-30	0.91	9	6
CCOC(=O)C1CCN(c2cc3c(cc2NC(=O)c2ccccc2)n(C)c(=O)n3C)CC1	25	37	18	1	24	-2	1.1	-8	4
NC(=O)CN1C(=O)NC(c2ccccc2)(c2ccccc2)C1=O	7	-2	-6	1	-12	0	1	-4	-18
C[C@H]1CN([C@@H](C)CO)C(=O)c2cc(NC(=O)c3ccncc3)ccc2O[C@H]1CN(C)Cc1ccc(C(=O)O)cc1	-3	7	-1	0.87	16	13	0.96	4	-5
O=C(Nc1ccc(N2CCN(C(=O)c3ccccc3)CC2)cc1)c1cccnc1	4	11	-1	1.1	5	-9	0.95	5	-3
Cc1nn(CC(=O)Nc2cccnc2)c(=O)c2ccccc12	-10	12	-5	1	13	-1	0.99	1	-7
Cc1cc2c(n1-c1ccc(Br)cc1)CC(C)(C)CC2=O	13	49*	26	0.92	1	8	1	-2	-1
COc1ccc(NC(=O)CCN2CCN(c3ccc(F)cc3)CC2)cc1	1	33	5	0.98	12	2	0.98	2	0
O=C(NCCc1ccccc1)c1nc2ncccn2n1	-7	14	4	0.96	-6	4	1	-1	-9
O=C(CN1C(=O)NC(Cc2c[nH]c3ccccc23)C1=O)Nc1ccc(F)cc1F (centres undefined)	2	-2	-7	0.92	-10	8	1	-4	2
COc1ccc(-c2csc(NC(=O)CN3C(=O)NC4(CCCC4)C3=O)n2)cc1	7	-31	-3	1	10	-2	1	-3	1
O=C(CNC(=O)c1ccccc1Cl)NC1CCN(Cc2ccccc2)CC1	-3	-3	-4	1	-2	-2	1	0	-10
COc1ccc(C2(C)NC(=O)N(CC(=O)Nc3ccc(-c4nc5ccc(C)cc5s4)cc3)C2=O)cc1 (centres undefined)	1	-17	-13	1	12	0	1	0	8

Three structures out of the list, arranged by molecular weight, falling.
Compound	Apaf-1 inh	tim10-1 inh	TIM10 inh	hIAP activ	NALP3 yeast inh	hIAP inh	mIAP act	mIAP inh	ATG4B inh
CCn1c(SCC(=O)Nc2ccc(N3CCOCC3)c(Cl)c2)nnc1-c1ccc(N)cc1	5	7	4	0.99	3	1	0.9	10	15
Cc1ccc(C)c(OCC(=O)Nc2cc(C(=O)O)cc(C(=O)O)c2)c1	-1	-4	17	1.1	17	-5	0.88	12	1
Cc1cc2c(n1-c1ccc(Br)cc1)CC(C)(C)CC2=O	13	49*	26	0.92	1	8	1	-2	-1

More compounds follow:
Compound	Apaf-1 inh	tim10-1 inh	TIM10 inh	hIAP activ	NALP3 yeast inh	hIAP inh	mIAP act	mIAP inh	ATG4B inh
CCN(CC)c1nc(-c2ccc(Cl)cc2)cc(C(F)(F)F)c1C#N	13	2	-16	0.99	4	1	1.1	-13	6
CC(C)COC(=O)c1cc(=O)[nH]c2ccccc12	-3	-8	4	1.1	-2	-6	1	-4	2
Cc1cc(=O)n(-c2ccc(O)cc2)[nH]1	21	8	-7	1.1	-12	-7	0.97	3	0
O=C(NC1CCCc2c1cnn2-c1cc(F)cc(F)c1)c1ccncc1 (centres undefined)	6	2	7	1.1	3	-15	1.1	-9	24
Cn1cccc1/C=C1\SC(=O)N(CC(=O)Nc2ccc(F)cc2)C1=O	13	-11	-7	1	8	0	0.93	7	-5
COC(=O)c1ccc(NC(=O)CN2CCN(c3ccccc3)CC2)cc1	2	22	10	1	-4	-3	0.97	3	-6
COc1ccc(N2CCN(S(C)(=O)=O)CC2)cc1	-2	10	-13	1.1	6	-15	0.97	3	4
O=C(NC1CCCCC1)C(c1ccco1)N(C(=O)c1csnn1)c1cccc(F)c1 (centres undefined)	14	14	-20	0.88	24	12	1	-3	-3
S=c1[nH]cc(-c2ccccc2)n1-c1ccccc1	18	44*	-5	0.97	9	3	0.97	3	-10
Cc1cc(=O)[nH]c(SCCCOc2ccc3c(c2)CCC3)n1	-1	25	-8	1	6	-2	0.99	0	-3
CCN(CC)S(=O)(=O)c1ccc(Cl)c(NC(=O)c2cc(Cl)ccc2Cl)c1	9	7	3	1.1	3	-7	1	-1	3
CCN(CC)c1ccc(/C=N/O)cc1	13	1	1	0.95	26	5	1.1	-8	0
CCCNC(=O)c1ccc(N2CCC3(CC2)CC(c2ccccc2)=NO3)c(N)c1	6	-1	2	1	9	-3	1.1	-6	5
COc1ccc(-c2sc3cc(OC)c(OC)cc3c2C#CC(C)(C)O)cc1	0	19	9	0.93	7	7	1	-5	-24
CCCCCCSc1ccc([C@@H]2[C@@H]3C(=O)N(CC)C(=O)[C@@H]3[C@]3(C(=O)OC)CCCCN23)cc1	25	18	9	0.96	21	4	0.94	6	-3
Cc1nn(C)cc1-c1n[nH]c(=S)n1-c1ccc(F)cc1	3	10	1	0.96	16	4	1	-3	3
CN(C)S(=O)(=O)c1ccc(C(=O)NC2CCCc3ccccc32)cc1 (centres undefined)	-1	24	26	0.99	-7	1	0.98	2	-1
CC1(C)C(c2cccs2)=[N+]([O-])C2(CCCCC/C2=N\NC(N)=O)N1O (centres undefined)	-3	6	6	1	12	-3	1	0	-6
O=C(NCCCn1ccnc1)/C(=C\c1cccs1)NC(=O)c1ccccc1	3	8	3	1.1	-3	-10	1	0	-4
CCNC(=S)NCCN1CCOCC1	-3	-5	-10	1.1	5	-7	1	-1	-4

Part of the list above, limited to mIAP inh and hIAP activ.
| SMILES | mIAP inh | hIAP activ |
| --- | --- | --- |
| COc1ccc(-c2sc3cc(OC)c(OC)cc3c2C#CC(C)(C)O)cc1 | -5 | 0.93 |
| CCCCCCSc1ccc([C@@H]2[C@@H]3C(=O)N(CC)C(=O)[C@@H]3[C@]3(C(=O)OC)CCCCN23)cc1 | 6 | 0.96 |
